# Assay outcomes deposited in PubChem BioAssay by The Scripps Research Institute Molecular Screening Center.
# PRMT1 FP inh – PRMT1 (human) inhibition, primary screen | Q99873 | recombinant PRMT1, activity-based probe fluorescence polarization | inhibition, % at 2.79 µM | actives 1.3% (n = 370,000) | AID 652257;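 active means inhibition above about 21% made by adding two undisclosed values, limit read from the data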
# Target sequence (Q99873 whole entry, looked up): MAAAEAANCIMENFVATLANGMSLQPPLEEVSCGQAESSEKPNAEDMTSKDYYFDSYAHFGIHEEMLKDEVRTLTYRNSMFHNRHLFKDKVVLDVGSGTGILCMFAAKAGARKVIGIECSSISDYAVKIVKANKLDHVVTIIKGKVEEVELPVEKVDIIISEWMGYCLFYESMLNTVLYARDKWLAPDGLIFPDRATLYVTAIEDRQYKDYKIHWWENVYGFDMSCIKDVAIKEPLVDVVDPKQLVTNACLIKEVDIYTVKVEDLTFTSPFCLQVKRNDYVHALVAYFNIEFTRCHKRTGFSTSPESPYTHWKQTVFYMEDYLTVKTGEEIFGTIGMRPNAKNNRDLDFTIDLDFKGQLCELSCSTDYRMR
# TDP2 absorb – blocks human TDP2 phosphodiesterase activity | O95551 | recombinant TDP2, T5PNP hydrolysis, p-nitrophenol absorbance 415 nm | inhibition, % at 12.8 µM | actives 0.34% (n = 370,000) | AID 720702;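 active means inhibition above the mean of all tested compounds plus 3 SD, set per campaign, cut at about 25% in these data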;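 further: 0% = DMSO with enzyme and 100% = buffer with substrate but no TDP2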
#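 Test system: Human TDP2 enzyme | Reagent: 5 mM T5PNP | Compound dosing: 12.8 µM single point, 1% DMSO | Incubation: Enzyme reaction with compound for 2 h at 37 °C | Technique: p-Nitrophenol epi absorbance | Read-out: % inhibition relative to enzyme-containing and enzyme-free wells | Benchmarks: High control without enzyme, low control DMSO plus TDP2 | Replicates: Singlicate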
# HTRA1 inh – HTRA1 (human) protease inhibition. Q92743. recombinant HTRA1, FP-rhodamine activity-based probe, fluorescence polarization. inhibition, % at 5.96 µM. actives 0.5% (n = 340,000). AID 504803; in the data active means inhibition above about 36%;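 further: 0% = enzyme with DMSO and 100% = wells lacking enzyme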
# LEDGF integ inh – blocks HIV-1 LEDGF/p75-dependent DNA integration. inhibition, % at 3.7 µM. actives 0.64% (n = 370,000). TR-FRET IN-LEDGF/p75 DNA integration, Eu/Cy5. AID 743269;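 active means inhibition above the screen-wide mean plus 3 SD, cut at about 13% in these data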;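 further: signal is the Cy5 over europium emission ratio at 671 and 618 nm; 0% = plate median of compound wells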
# PG9 binder – PG9 antibody binding by small molecule | TR-FRET gp120-PG9 antibody binding | inhibition, % at 6.7 µM | actives 0.43% (n = 360,000) | AID 624416; in the data active means inhibition above about 8.5%
# TCR-CD3 inh – blocks the human TCR-CD3 interaction. inhibition, % at 9.4 µM. AID 651800. TAMRA-labeled TCR probe fluorescence, biochemical. actives 0.37% (n = 360,000); in the data active means inhibition above about 19%;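 further: recombinant mutant TCR 2C K166C tagged with TAMRA read by polarization; 0% = receptor in buffer alone and 100% = receptor with positive control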
# mABHD4 FP – inhibitors of mouse ABHD4. actives 0.54% (n = 370,000). purified mABHD4, FP-Rh probe fluorescence polarization. inhibition, % at 8.92 µM;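 active means inhibition exceeding the mean over every tested compound plus 3 SD, cut at about 30% in these data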;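 further: 0% = plate median of compound wells and 100% = S159A mutant with DMSO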
#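 Test system: mABHD4 protein; Read-out basis: % inhibition; Incubation: 45 min + 60 min at 25 °C; Repeats: single replicate; Technique: fluorescence polarization with parallel and perpendicular emission, 525/598 nm; Compound: 8.92 µM, single dose; Benchmarks: full inhibition S159A mutant plus DMSO, zero as sample-well median.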
# UHRF1 MBD2 ctr – human UHRF1 methylated DNA binding inhibitors | UHRF1 binding to methylated oligo, TR-FRET | Q96T88 | inhibition, % at 4.4 µM | actives 0.75% (n = 370,000) | AID 687016; in the data active means inhibition above about 21%;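 further: UHRF1 SRA domain binding a hemimethylated CpG hairpin DNA probe; 0% = median of test compound wells and 100% = reference inhibitor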
# SIAE inh – blocks human sialic acid acetylesterase; inhibition, % at 9.66 µM; Q9HAT2; SIAE FP-Rh probe binding, fluorescence polarization; actives 0.69% (n = 370,000);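 active means inhibition above a cutoff: mean of compounds within the control limits plus 3 SD of those, cut at about 17% in these data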;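 further: 0% = plate median of compound wells and 100% = probe without SIAE protein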
# Target sequence (Q9HAT2 whole entry, looked up): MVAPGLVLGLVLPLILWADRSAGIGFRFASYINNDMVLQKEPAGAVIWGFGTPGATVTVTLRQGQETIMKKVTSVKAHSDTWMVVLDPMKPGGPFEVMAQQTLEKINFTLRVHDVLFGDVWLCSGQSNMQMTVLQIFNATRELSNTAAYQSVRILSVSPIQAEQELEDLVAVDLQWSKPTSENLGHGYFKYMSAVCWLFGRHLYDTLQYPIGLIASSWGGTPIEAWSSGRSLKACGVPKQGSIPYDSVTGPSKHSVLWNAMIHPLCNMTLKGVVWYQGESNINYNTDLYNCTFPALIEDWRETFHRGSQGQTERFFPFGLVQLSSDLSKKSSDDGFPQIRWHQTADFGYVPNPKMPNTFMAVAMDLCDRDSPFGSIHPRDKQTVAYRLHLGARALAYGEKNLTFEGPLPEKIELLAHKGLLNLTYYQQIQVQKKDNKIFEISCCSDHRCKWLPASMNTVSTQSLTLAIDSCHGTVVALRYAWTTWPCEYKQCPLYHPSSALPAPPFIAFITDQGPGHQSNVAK
# DDE Tn7 FP inh – DD(E)-Tn7 binding inhibition, primary FP screen. FP displacement of FITC-Tn7 peptide from fibrin DD(E); 0% = median of compound wells per plate. P02675. AID 720508. inhibition, % at 8.3 µM. actives 0.13% (n = 370,000);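 active means inhibition above the mean of compounds falling within the control limits plus 3 SD of them, cut at about 14% in these data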;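 further: 0% = plate median of compound wells and 100% = 10 µM Aha-Tn7 peptide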
#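 Measure: % inhibition scaled between sample-field median and high-control FP; Test system: human fibrin DD(E); Quantity: 2 µM final DD(E) protein; Doses: one dose, 8.3 µM nominal; Schedule: compound with protein 10 min, then 3 h after probe, room temperature; Detection: fluorescence polarization; Medium: Tris buffer with calcium and detergent, pH 7.8.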
# Starred values were filed as active, the others as inactive; . = no result given.
Compound,PRMT1 FP inh,TDP2 absorb,HTRA1 inh,LEDGF integ inh,PG9 binder,TCR-CD3 inh,mABHD4 FP,UHRF1 MBD2 ctr,SIAE inh,DDE Tn7 FP inh
CC(C)NC(=O)N(C)C[C@@H]1Oc2cc(C#Cc3ccccn3)ccc2S(=O)(=O)N([C@@H](C)CO)C[C@H]1C,-2,5,6,4,0.3,3,2,11,3,-7
Cc1ccc(/C=C/C(=O)O)cc1S(=O)(=O)N(CCO)CCO,0,-7,4,0,-1.6,-1,-1,-1,-3,-4
O=C(N/N=C/c1ccc(O)c([N+](=O)[O-])c1)c1ccncc1,4,13,3,-5,-3.8,-2,7,-2,-7,-3
O=C(NC(Cc1ccccc1)C(=O)O)/C(=C/c1ccc(Br)cc1)NC(=O)c1ccc(Br)o1 (stereo not given),0,-2,-4,0,-0.4,-1,1,4,1,2
CC(C)Cn1c(N)c(C(=O)CSc2ncn[nH]2)c(=O)n(C)c1=O,1,-5,5,-10,-0.2,-5,-6,2,11,2
O=[N+]([O-])c1cccc(CN2CCCCCC2)c1,1,13,3,-8,2.1,-2,1,3,-7,4
Cc1oc(-c2cccc(Cl)c2)nc1CS(=O)(=O)CC(=O)NCCN1CCOCC1,-4,4,0,4,-1.2,5,-1,0,3,-2
O=c1cc(-c2ccccc2)[nH]c2ccccc12,-2,6,-5,2,0.5,2,11,0,9,-3
CC1CCN(S(=O)(=O)c2ccc(C(=O)N3CCOCC3)cc2)CC1,-1,-1,1,-5,-2.6,-1,-8,0,-3,0
CCN1C[C@@H]2[C@@H]3C(=O)N(Cc4ccccc4)C(=O)[C@@H]3[C@](C)(C1=O)N2C(=O)c1ccc(Br)cc1,0,3,0,2,0.1,5,0,-1,-4,-1
CCOc1cccc(/C=C(/C#N)c2nc3ccccc3[nH]2)c1OCC(=O)O,1,11,-3,3,0.1,6,-1,-2,-5,3
Cc1ccc(N)cc1CN1CCN(c2ncc(Cc3ccccc3)cn2)CC1,-1,4,.,0,-3.2,3,4,4,3,7
CCC1(CC)SC(N)=NC1=O,5,-8,4,-4,-0.7,-7,0,17,0,3
O=C(O)Cc1csc(-c2ccccc2)n1,3,6,3,-2,-1.4,-4,4,4,0,2
Nc1cc(=O)[nH]c(SCC(=O)Nc2nnc(-c3ccccc3)s2)n1,4,8,-17,-1,-2.1,-2,-4,-3,-5,-3
CCOc1ccc2oc(=O)cc(CN3CCN(C(=O)c4ccco4)CC3)c2c1,1,-13,-9,1,-1.4,1,4,0,-3,-6
CCN(CC)CCN(C(=O)/C=C/c1cccs1)c1nc2ccc(OC)cc2s1,3,-5,-1,1,0.3,6,6,2,-6,-1
C=CS(=O)(=O)c1ccc(Oc2ccc(S(=O)(=O)C=C)cc2)cc1,7,-3,1,10,-1.9,-1,-6,0,2,-2
CSCCC(NC(=O)c1ccco1)C(=O)N1CC=C(c2ccccc2)CC1 (stereo not given),4,-10,-4,-4,-3.2,-5,0,3,8,2
CCOC(=O)c1c(C)c(C(=O)NCc2cccnc2)c(C)n1CC,2,9,10,0,0.0,9,-2,-3,2,-3

# Following part
Compound,PRMT1 FP inh,TDP2 absorb,HTRA1 inh,LEDGF integ inh,PG9 binder,TCR-CD3 inh,mABHD4 FP,UHRF1 MBD2 ctr,SIAE inh,DDE Tn7 FP inh
CC(C)(C)NC(=O)NC(=O)CN1c2cccc3cccc(c23)S1(=O)=O,3,8,-2,2,1.0,1,1,-1,-2,5
COc1cc(/C=N/NC(=O)CCN2CCN(C(c3ccccc3)c3ccccc3)CC2)ccc1O,0,-3,-2,-1,-2.1,6,-5,-6,10,0
COc1ccc([C@H]2C[C@H](n3cc(C4CC4)nn3)[C@@H](O)CN2CC2CCCCC2)cc1,1,2,-50,-1,-2.2,-1,-12,2,-3,0
N#Cc1c(Nc2ccccc2)sc(C(=O)c2ccc(F)cc2)c1N,-3,8,-18,3,-1.4,2,12,-4,0,-2
CCOC(=O)/C(C)=N/NC(=O)c1ccc([N+](=O)[O-])cc1,-4,7,-4,2,-4.2,2,-4,-3,1,-4
COc1ccc(C)cc1S(=O)(=O)N1c2ccc(C)cc2C2CN(C)CCC21 (stereo not given),3,1,-3,2,0.2,1,0,-1,6,3
O=C(NC1CCCCC1)C(c1ccccn1)N(C(=O)Cc1cccs1)c1ccc(Cl)cc1 (stereo not given),-1,2,-5,-1,1.5,6,0,-1,-10,3
CCOC(=O)[C@H]1[C@H]2COc3cc(OC)ccc3[C@@H]2N2C(=O)CN(Cc3ccco3)C(=O)[C@@]12C,2,-10,1,0,-1.8,3,1,-3,2,2
COC(=O)c1ccc(Cn2nc(C)c([N+](=O)[O-])c2C)o1,4,13,-1,-5,3.7,-3,0,3,-5,10
COc1cccc(NC(=O)CSc2nc3ccccc3n2C)c1,-4,0,-11,0,-3.0,1,-6,8,-6,-4
COc1ccc(/C=C/C(=O)N2CC(C)OC(C)C2)cc1OC (stereo not given),-3,14,-18,0,-3.0,4,7,-3,-2,-4
CC(C)(C)OC(=O)NCCCC[C@H](NC(=O)c1[nH]cnc1C(=O)Nc1ccccc1)C(=O)OC(C)(C)C,1,-15,-77,0,-2.1,-3,-64,-1,-28,-17
CC(c1ccco1)N(Cc1ccco1)C(=O)Nc1ccccc1 (stereo not given),-3,3,-6,-1,-2.1,5,-1,1,-1,1
O=[N+]([O-])c1nn(-c2ccc(Cl)cc2)n(O)c1=NCc1cccnc1,-1,-6,-1,-3,-1.5,5,5,-8,5,10
COc1ccc(Cl)cc1NC(=O)COC(=O)CNC(=O)C1CCCCC1,0,2,0,-2,0.7,1,-2,-3,0,4
O=C(Nc1ccncc1)C1CC1c1ccccc1 (stereo not given),0,9,0,0,0.6,-2,3,-1,-2,-1
CCOC(=O)c1cc([N+](=O)[O-])c([N+](=O)[O-])cc1NC(C)=O,8,1,3,4,-1.1,1,-4,-3,-5,-2
COc1ccc(N2C(=O)CC(c3cc(OC)c(OC)c(OC)c3)CC2=O)cc1,-2,0,5,1,-1.5,-1,-3,1,6,7
O=C(NCc1ccccc1CN1CCCC1)c1ccc(OCc2cscn2)cc1,-1,5,-1,-2,-1.6,-1,-3,2,-2,-5
Cc1ccc(/C(=N/Nc2nc3ccccc3s2)C2=C(O)c3ccccc3C2=O)cc1,2,10,-15,2,-1.1,11,-8,-2,-5,-11

# Reprinted from the part before: two entries, followed by the next part.
Compound,PRMT1 FP inh,TDP2 absorb,HTRA1 inh,LEDGF integ inh,PG9 binder,TCR-CD3 inh,mABHD4 FP,UHRF1 MBD2 ctr,SIAE inh,DDE Tn7 FP inh
O=C(NCc1ccccc1CN1CCCC1)c1ccc(OCc2cscn2)cc1,-1,5,-1,-2,-1.6,-1,-3,2,-2,-5
Cc1ccc(/C(=N/Nc2nc3ccccc3s2)C2=C(O)c3ccccc3C2=O)cc1,2,10,-15,2,-1.1,11,-8,-2,-5,-11
O=C(Nc1cccc(F)c1)C1CCN(C(=O)c2ccccc2Cl)CC1,-1,3,-3,-2,-1.4,9,0,0,-1,-8
C=C1N(c2cccc(Cl)c2)C(=O)OC1(C)C,2,2,6,-3,2.3,-5,0,3,2,6
CCCCNC(=O)CCc1c(C)nc2nc(-c3cc(OC)cc(OC)c3)nn2c1C,-3,-14,3,-2,-4.4,2,-5,1,-5,-3
CCOC(=O)CNC(=O)CCNS(=O)(=O)c1ccc2c(c1)c(=O)n(C)c(=O)n2C,-1,4,-1,-3,-2.0,-1,-5,-2,3,-1
C=CCN(CC=C)C(=O)Nc1cc(OC)ccc1OC,-5,3,5,0,-1.2,2,-1,1,13,-2
COc1ccc(NC(=O)C2=C(C)NC(=O)NC2c2cccc(OC)c2OC)c(OC)c1 (stereo not given),-2,-12,6,-3,-1.5,6,5,-2,16,-2
O=C(N/N=C/c1c[nH]c2ccccc12)c1cccc([N+](=O)[O-])c1,-3,-10,5,-3,0.9,-1,11,-1,14,8
CCCCN(CCCNC(=O)c1ccc(CS(=O)(=O)c2c(Cl)cccc2Cl)o1)Cc1ccccc1,-3,6,-9,-2,-1.0,-2,6,0,1,-6
CC(=O)c1c(C)[nH]c(C(=O)OCC(=O)Nc2cc(C(F)(F)F)ccc2N2CCOCC2)c1C,-1,7,-9,1,2.7,-4,-9,-1,15,3
O=C(Oc1ccc(-c2ccccc2)cc1)c1ccco1,0,10,-11,0,0.7,3,-3,-1,4,8
CNC(=O)c1sc(-c2cccs2)nc1C,0,20,-1,1,0.8,6,2,1,-2,-5
O=C(c1cn(-c2ccccc2)nc1-c1cccnc1)N1CCCCC1,-4,2,-5,4,-0.2,-3,6,-4,13,-4
COc1ccc(NC(=O)NCCC2=CCCCC2)cc1,0,4,-1,0,-3.5,0,1,1,9,-5
CCN(CC)C(=O)CSc1nnc(-c2ccccn2)n1Cc1ccccc1,0,-2,1,1,1.8,6,-10,2,-3,4
Cc1cc(C)nc(NC(=O)CSc2nc3ccccc3o2)n1,-1,4,1,1,-3.0,1,5,0,-4,-1
O=C(NCC(=O)N(c1ccccc1F)C(C(=O)NC1CCCC1)c1cccnc1)c1ccco1 (stereo not given),2,2,-1,-2,-1.3,-5,0,11,-3,4
O=C(O)C1Cc2ccccc2CN1S(=O)(=O)c1ccccc1 (stereo not given),4,-8,7,-3,1.5,-4,1,-1,13,0
CCOC(=O)[C@H]1[C@H]2COc3cc(OC)ccc3[C@@H]2N2C(=O)c3c(C)cc(C)cc3NC(=O)[C@@]12C,0,-3,-33,-1,-1.0,-4,-4,1,2,-3
Cc1ccc2c(c1)C1(C)C(C(C)(C)N2C=O)C1(Cl)Cl (stereo not given),-10,-13,10,0,-0.4,3,3,-2,-4,-5
COc1ccc(C[N+]2=C(N)NC3=C4CCCCC4n4c(=O)n(-c5ccccc5)c(=O)n4C3C2)c(OC)c1 (stereo not given),1,4,.,0,.,.,20,0,0,1
O=C(COc1ccc(Cl)cc1)NCc1nnc(SCC(=O)c2ccccc2)o1,0,2,-5,-2,2.0,-1,-6,-4,1,8
CCCCN(C(=O)Cc1coc2cc(C)c(C)cc12)c1c(N)n(Cc2ccccc2)c(=O)[nH]c1=O,6,-3,-10,0,4.8,-4,-1,0,0,5
O=C(CCNc1n[nH]c(=O)[nH]c1=O)N1CCCCC1,1,-8,1,2,-2.9,-2,4,3,0,-5
